NPY2 pot ag = potentiators or agonists of human neuropeptide Y receptor Y2; activation, % at 3.6 µM; AID 1359; P49146; cells expressing NPY-Y2, potentiator/agonist read-out; 220,000 compounds, 0.45% hits; in the data active = activation above about 27%;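 note: cells stimulated with NPY near EC25 plus isoproterenol at EC100; 0% = vehicle plus submaximal agonist and 100% = vehicle plus saturating agonist; some results beyond the cut were filed as inactive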
Target sequence (P49146 whole entry, looked up): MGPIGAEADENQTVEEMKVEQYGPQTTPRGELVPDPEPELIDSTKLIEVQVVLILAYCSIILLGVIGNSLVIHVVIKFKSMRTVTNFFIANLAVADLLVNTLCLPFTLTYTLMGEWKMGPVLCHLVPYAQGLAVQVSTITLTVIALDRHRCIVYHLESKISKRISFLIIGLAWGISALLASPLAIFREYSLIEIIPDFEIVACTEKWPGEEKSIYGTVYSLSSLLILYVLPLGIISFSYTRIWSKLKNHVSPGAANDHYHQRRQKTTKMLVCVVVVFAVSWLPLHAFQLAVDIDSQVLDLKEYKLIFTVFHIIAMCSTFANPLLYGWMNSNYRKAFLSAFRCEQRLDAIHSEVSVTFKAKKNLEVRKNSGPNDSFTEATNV
Mdm2 ligase inh = Mdm2 E3 ligase (human) inhibition | cell-based MDM2 ubiquitination luciferase reporter, 2 h; 0 = plate control, 100 = twice control, blank-subtracted | signal enhancement, % at 5 µM | 210,000 compounds, 0.11% hits;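 active = signal enhancement of 30% or more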;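 note: luminescence tracks abundance of the self-degrading MDM2-luciferase fusion protein; higher signal means inhibition of MDM2 E3 ligase activity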
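Assay system: mammalian cells stably expressing self-ubiquitinating, self-degrading MDM2 E3–luciferase fusion. Quantity: 2000 cells in each well. Medium: DMEM culture medium. Compound dosing: single-point 5 µM. Timing: cell settling 4 h, compound treatment 2 h, both 37 °C. Technique: luciferase luminescence. Read-out basis: percent signal gain over controls, blank-subtracted. Benchmarks: plate controls and plate blanks.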
NPY1 pot ag = potentiates or activates human NPY-Y1 receptor. P25929. NPY-Y1 expressing cells, potentiator/agonist activation. activation, % at 3.6 µM. 220,000 compounds, 0.37% hits. AID 1304; in the data active = activation above about 33%, passing the limit was not always enough;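 note: cells stimulated with NPY at EC10 then isoproterenol at EC100; 0% = low agonist plus stimulus and 100% = saturating agonist plus stimulus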
NPY Y1 blocker = NPY-Y1 (human) receptor antagonism | P25929 | HEK293-CNG Y1 cells, membrane potential fluorescence; NPY at EC95, then isoproterenol | inhibition, % at 3.6 µM | 200,000 compounds, 1% hits | AID 1040;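 active = inhibition above the campaign mean inhibition of all tested compounds plus 3 SD, cut at about 20% in these data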;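 note: 0% = DMSO wells given NPY plus isoproterenol and 100% = isoproterenol alone without NPY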
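Assay system: HEK293 Y1/CNG channel cell line; Doses: single compound dose of 3.6 µM, 0.4% DMSO; Timing: dye 3 h, compound 60 min room temperature, stimulation 45 min; Technique: Membrane-potential fluorescent dye readout; Measure: % inhibition of NPY effect.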
Runt-SMMHC FRET = inhibitors of human RUNX1 Runt domain binding to CBFb-SMMHC | Cerulean-Runt/Venus-CBFb-SMMHC FRET ratio 530/480, 1 h | inhibition, % at 20 µM | 220,000 compounds, 0.74% hits | AID 1434;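 active = mean inhibition across duplicate retests at 20 µM reaching about 50%, limit read from the data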;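 note: 0% = DMSO wells and 100% = wells with excess untagged CBFb-SMMHC; inhibitors lower the FRET ratio by blocking Runt binding to CBFb-SMMHC; some results filed as inactive read as strong as hits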
Runt-CBFb FRET = blocks binding of human RUNX1 Runt domain to CBFb; Cerulean-Runt/Venus-CBFb FRET ratio 530/480, 1 h; inhibition, % at 20 µM; 220,000 compounds, 0.46% hits; AID 1496;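 active = inhibition over about 50% at 20 µM in the single-dose screen, limit read from the data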;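 note: 0% = DMSO wells and 100% = excess unlabeled CBFb competitor control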
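Assay system: Cerulean-tagged RUNX1 Runt domain (FRET donor) fusion protein / Amount: 100 nM each of Venus-CBFb and Cerulean-Runt domain / Medium: Tris buffer pH 7.5 with salts and BSA / Also added: Venus-CBFb 100 nM / Schedule: 1 h complex formation plus 1 h compound treatment, room temperature / Signal: FRET fluorescence / Read-out: loss of energy transfer signal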
Hck Nef HTS = blocks Nef-activated human Hck kinase. inhibition, % at 20 µM. 220,000 compounds, 0.68% hits. Recombinant Hck-YEEI plus Nef, Z-Lyte FRET kinase assay. P08631;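 active = Hck-Nef kinase inhibition above about 50%, limit read from the data; inactive = inhibition below that limit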;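 note: 0% = DMSO with Hck plus Nef and 100% = Hck alone without Nef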
Target sequence (P08631 whole entry, looked up): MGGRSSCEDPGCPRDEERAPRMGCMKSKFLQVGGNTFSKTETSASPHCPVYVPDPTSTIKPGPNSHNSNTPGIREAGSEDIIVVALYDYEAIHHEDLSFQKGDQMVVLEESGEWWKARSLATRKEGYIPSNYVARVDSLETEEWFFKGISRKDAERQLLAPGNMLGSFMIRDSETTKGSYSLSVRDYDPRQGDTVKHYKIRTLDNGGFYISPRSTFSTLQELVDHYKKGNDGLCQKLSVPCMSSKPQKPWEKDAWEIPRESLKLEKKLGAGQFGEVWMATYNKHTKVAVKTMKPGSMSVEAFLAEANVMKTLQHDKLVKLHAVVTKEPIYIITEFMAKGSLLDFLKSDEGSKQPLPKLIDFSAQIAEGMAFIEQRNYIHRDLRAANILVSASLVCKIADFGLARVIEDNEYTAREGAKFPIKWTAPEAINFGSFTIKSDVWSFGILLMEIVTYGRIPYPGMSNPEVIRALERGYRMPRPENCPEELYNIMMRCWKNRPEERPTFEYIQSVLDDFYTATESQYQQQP
RBBP9 inh = inhibitors of human serine hydrolase RBBP9; O75884; recombinant RBBP9, FP-Rh probe fluorescence polarization; inhibition, % at 7.94 µM; 220,000 compounds, 0.2% hits;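 active = inhibition above the campaign mean of all tested compounds plus 3 SD, cut at about 14% in these data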;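 note: plate controls were DMSO wells with RBBP9 for no effect and wells lacking RBBP9 protein for full effect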
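Test system: recombinant human RBBP9; Timing: 30 min then 45 min, 25 °C; Detection: fluorescence polarization; Control set: RBBP9 with DMSO as uninhibited control, no-protein wells as full inhibition; Compound dosing: one concentration, 7.94 µM nominal, 0.794% DMSO; Probe or stimulus: FP-Rh activity-based probe, 375 nM before mixing.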
p97 ATPase inh = blocks human p97 ATPase activity; P55072; recombinant p97 ATPase, Kinase-Glo ATP luminescence, 3 h; inhibition, % at 8 µM; 220,000 compounds, 0.42% hits; AID 1481; in the data active = inhibition above about 15%;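 note: 0% = DMSO vehicle and 100% = wells lacking enzyme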
* hit, by the source's call; nt = not tested or not shown.

NPY Y1 blocker	Mdm2 ligase inh	Runt-SMMHC FRET	Hck Nef HTS	NPY2 pot ag	RBBP9 inh	p97 ATPase inh	NPY1 pot ag	Runt-CBFb FRET	Compound
-2	-12	10	9	5	-1	6	-1	4	N#C/C(=C\c1ccc(Cl)cc1)c1nc2ccccc2o1
1	24	nt	21	-2	6	2	2	nt	COc1ccccc1CN1CCNC(=O)C1CC(=O)NCc1cn(C)nc1C (stereo unspecified)
1	-7	-4	0	-10	-5	-3	-14	0	CC1(C)Cc2ccccc2-c2nnnn21
1	-3	-5	22	-9	1	4	3	-1	O=C(COC(=O)c1ccc(NS(=O)(=O)c2cccs2)cc1O)NCc1ccccc1
7	-4	2	2	-8	-7	7	-10	1	Cc1onc(-c2c(F)cccc2Cl)c1C(=O)OCC(=O)c1c(N)n(C)c(=O)n(C)c1=O
3	-11	2	2	-9	-5	7	-9	0	CCCS(=O)(=O)N1CCN(Cc2ccncc2)CC1
3	17	4	4	-11	-7	3	-6	-1	Cc1ccc(NS(=O)(=O)c2ccc(C)c(NC(=O)COc3ccccc3)c2)c(C)c1
1	-14	-1	1	-2	-4	2	-39	-2	Cc1cc(OCC(=O)NC(C)C)cc(C)c1Br
9	-7	-1	0	-18	-9	-1	-41	-1	COC(=O)c1c(C)[nH]c(C(=O)COC(=O)Cc2ccc3c(c2)OCCO3)c1C
0	9	3	0	4	-5	2	11	-1	O=c1cc(CO)occ1OCc1cccc(C(F)(F)F)c1
-4	-7	8	0	-1	-6	-1	9	-4	Cc1ccc(OS(=O)(=O)c2ccccc2)c(/C=N/N=C2\NC(=O)C(C)S2)c1 (stereo unspecified)
-5	-6	3	2	19	-3	1	19	2	COc1ccc(/C(O)=C2\C(=O)C(=O)N(CCN(C)C)C2c2cc(OC)c(OC)c(OC)c2)c(C)c1 (stereo unspecified)
2	-3	1	19	7	-22	1	5	-3	COc1cc(OC)c(NS(=O)(=O)c2cc(C(=O)OCC(=O)NCC3CCCO3)ccc2OC)cc1Cl (stereo unspecified)
10	3	0	16	-2	-7	4	18	-1	CS(=O)(=O)N1CCN(C(=O)COc2ccccc2)CC1
4	6	1	0	-18	-5	-4	0	-2	Cc1ccccc1NC(=O)CCN1CCN(C/C=C/c2ccccc2)CC1
3	-9	-1	3	-7	1	5	-13	0	CCN(Cc1cc(=O)n2ccsc2n1)Cc1nc2ccccc2c(=O)[nH]1
0	-7	8	7	5	2	0	8	-1	COc1ccccc1C(c1nnnn1Cc1ccccc1)N1CCC(C(N)=O)CC1 (stereo unspecified)
-6	-10	-3	-1	3	-2	4	0	-1	CCN(CC)C(=O)CSc1ncnc2sccc12
30*	nt	-5	2	-20	-8	-2	-28	-3	Cc1ccc(C(=O)c2cc([N+](=O)[O-])ccc2N2CCCCC2)c(C)c1
13	-8	3	1	-5	-10	-5	-1	-3	CC(C)CCNC(=O)C(C)N(Cc1ccc(F)cc1)C(=O)c1ccc(CN2CCCCC2)o1 (stereo unspecified)
4	-11	4	1	0	0	2	13	-26	CCCOc1ccc(C(=O)NC(=S)Nc2nc3ccccc3s2)cc1
-3	3	3	2	-2	-1	2	-15	-3	CCc1c(C)sc(NC(=O)OC)c1C(N)=O
6	-9	-3	-10	9	-7	0	13	-1	FC(F)(F)c1ccc(Nc2nnnc3ccccc23)cc1
4	-5	-1	23	1	-4	7	-1	0	COc1ccc(C(=O)N2CCN(C(C)=O)CC2)cc1S(=O)(=O)N1CCOCC1
nt	-9	2	2	0	-8	1	-17	-2	COc1ccccc1N1CCN(C(=O)CN2C(=O)c3ccccc3S2(=O)=O)CC1
-7	nt	0	3	7	2	6	-6	5	O=C(NC(=S)Nc1cccc(NC(=O)c2ccccc2)c1)c1cccc([N+](=O)[O-])c1
nt	3	-1	-6	-31	2	-7	-17	1	C/C(CC(C)C)=N\NS(=O)(=O)c1ccc(C)c([N+](=O)[O-])c1
nt	-8	0	17	10	3	5	5	-4	COc1ccc(S(=O)(=O)N2CCN(c3ccccn3)CC2)cc1[N+](=O)[O-]
7	-14	-1	-7	-4	6	2	0	-1	N=C1C(c2nc(-c3cccc([N+](=O)[O-])c3)cs2)=C(O)CN1NC(=O)c1ccco1
-6	3	1	-2	9	-7	-3	-6	2	CCOC(=O)C1(C)NC(c2ccc(N(C)C)cc2)C2C(=O)N(c3ccc(OC)cc3)C(=O)C21 (stereo unspecified)

Record cards (already shown). Screens in order: NPY Y1 blocker	Mdm2 ligase inh	Runt-SMMHC FRET	Hck Nef HTS	NPY2 pot ag	RBBP9 inh	p97 ATPase inh	NPY1 pot ag	Runt-CBFb FRET
CCCOc1ccc(C(=O)NC(=S)Nc2nc3ccccc3s2)cc1 across the screens: 4	-11	4	1	0	0	2	13	-26
C/C(CC(C)C)=N\NS(=O)(=O)c1ccc(C)c([N+](=O)[O-])c1 across the screens: nt	3	-1	-6	-31	2	-7	-17	1
COc1ccc(S(=O)(=O)N2CCN(c3ccccn3)CC2)cc1[N+](=O)[O-] across the screens: nt	-8	0	17	10	3	5	5	-4

(further entries)
NPY Y1 blocker	Mdm2 ligase inh	Runt-SMMHC FRET	Hck Nef HTS	NPY2 pot ag	RBBP9 inh	p97 ATPase inh	NPY1 pot ag	Runt-CBFb FRET	Compound
-4	-23	-4	-1	-5	0	-3	1	0	COC(=O)c1cc(Br)c(=O)n(CCc2ccc(O)cc2)c1
3	-4	1	16	-3	-5	-8	-17	-3	CCOC(=O)c1ccc(Oc2nc(OC)cc(OC)n2)cc1
nt	2	-5	8	5	3	4	-4	8	O=C(O)c1ccccc1C(=O)NCC(O)COc1ccc(Cl)cc1 (stereo unspecified)
0	-10	-3	-1	-5	-9	-11	-14	0	O=C(CNC(=O)c1ccco1)NCCCc1ccccc1
-3	-16	15	-102	-5	17*	-2	-2	23	C=CS(=O)c1sc(Cl)c(N2CCOCC2)c1[N+](=O)[O-] (stereo unspecified)
-2	-14	-7	3	6	-16	-7	-4	3	NNc1ncnc2c1cnn2-c1ccccc1
-1	16	-3	4	1	-6	-4	-7	-1	CC1CCCC(NC(=O)c2cn(C)c3ccc(S(=O)(=O)N4CCCC4)cc3c2=O)C1C (stereo unspecified)
1	0	19	1	3	-8	7	-9	3	CCOC(=O)c1cnc2c(C)cc(C)cc2c1Nc1ccc(S(=O)(=O)Nc2ncccn2)cc1
-6	nt	-2	-2	0	-5	-3	4	-11	O=C(C1=C[C@@H](c2ccc(Br)cc2)C[C@@H](OCc2ccc(CO)cc2)O1)N1CCOCC1
5	-17	11	27	-9	-9	-1	-11	22	Cn1cc(Cl)c(C(=O)NNC(=S)NCc2ccco2)n1
-3	-11	-40	7	1	6	2	2	-6	CC1(C)Cc2c(C#N)c(N3CCN(C(=O)c4ccccc4)CC3)nc(-c3ccco3)c2CS1
-3	-2	0	2	15	-2	8	18	-2	COC(=O)C1CCN(C(=O)COC(=O)Cn2cnnn2)CC1
8	-14	4	3	1	1	-4	-1	0	CC(C)N(Cc1nc(-c2ccccc2)no1)C(=O)c1ccc(Br)o1
3	2	27	24	-4	6	-2	-7	13	COc1ccc(-c2cc(C(F)(F)F)n3nc(C(=O)NCCN4CCOCC4)cc3n2)cc1
-3	-11	-2	13	15	-4	2	-6	0	CCOc1ccc(N2C(=O)CC(/C=C3/N(C)c4ccccc4C3(C)C)C2=O)cc1 (stereo unspecified)
0	-3	1	20	-14	-2	7	-6	0	N#C/C(=C(/O)COc1ccc(Br)cc1)c1nnc2n1CCCCC2
-1	-2	3	24	-4	-3	-1	17	0	Cc1cccc(-c2nnnn2-c2cccc(C)c2)c1
nt	-3	-3	13	20	-10	3	14	-2	CC(C)CN(CC(C)C)C(=O)Nc1ccc(F)cc1F
nt	-10	2	21	-4	0	4	13	-2	COc1ccc2c(c1)c1ncn(Cc3ccccn3)c(=O)c1n2C
1	-20	-3	2	-16	1	2	9	0	COc1cc(C)c(Cl)cc1S(=O)(=O)N(C)C
-3	-23	1	24	6	-2	5	-3	1	CC1(C)CC(=O)C(C(=O)C2CCN(S(=O)(=O)c3ccccc3)CC2)C(=O)C1
-5	9	-6	19	-8	3	-5	-1	-6	Cc1ccccc1OCCn1cc(C(=S)N2CCN(C)CC2)c2ccccc21
-2	-22	-2	0	9	1	2	-28	-6	COc1ccc(-c2nn(C)c(=O)c3ccccc23)cc1NC(=O)COc1ccccc1
nt	-3	-5	2	-21	-4	7	-18	-1	CC(C)c1nc2sc3c(SCC(N)=O)ncnc3c2c2c1CCC2
6	-28	5	-6	-3	0	4	-11	1	O=C(CCc1nnc(-c2ccccc2)o1)NCC1CCN(C2CCCC2)CC1
13	-23	0	3	-25	-7	-5	-21	-2	COc1ccc(OC)c(NC(=O)CN2CCC(C(=O)c3ccc(C)cc3)CC2)c1
3	4	-4	0	-19	-11	0	-28	2	c1ccc(Oc2cccc(CN3CCOCC3)c2)cc1

Assay outcomes from PubChem.
